Source: PubChem (National Center for Advancing Translational Sciences (NCATS))
NTMT1 inh: Primary qHTS for Inhibitors of N-terminal methyltransferase 1 (NTMT1): MTaseGlo Assay; N-terminal Xaa-Pro-Lys N-methyltransferase 1 (Homo sapiens), Q9BV86; NTMT1 MTase-Glo SAH luminescence, purified enzyme; Potency, µM (highest dose often 114 µM), for the others: top-dose activity change, negative = inhibition, actives largely listed as inhibitors; actives 2.5% (n = 59,000);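 also: potency is read from the fitted curve at half-maximal effect; plate controls were DMSO vehicle for no effect and no enzyme for full effect; nearly all actives have a fitted effect of over 65% in size; many of its hits are not listed in these tables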
Target sequence (Q9BV86 whole entry, looked up): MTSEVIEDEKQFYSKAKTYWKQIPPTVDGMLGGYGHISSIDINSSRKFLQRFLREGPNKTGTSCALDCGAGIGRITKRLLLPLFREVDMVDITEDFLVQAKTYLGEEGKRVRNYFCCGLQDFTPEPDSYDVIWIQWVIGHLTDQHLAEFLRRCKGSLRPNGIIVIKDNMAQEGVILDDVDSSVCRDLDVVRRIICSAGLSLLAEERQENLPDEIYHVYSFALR
FH mod: Identification of activators of human fumarate hydratase by quantitative high-throughput screening; FH coupled MDH/diaphorase resazurin fluorescence, 15 min; Fumarate hydratase, mitochondrial (Homo sapiens), P07954; actives 0.22% (n = 54,000); Potency, µM (titrated, usually from 79.9 µM), for the others: at the highest dose activity change, negative = inhibition, actives largely listed as inhibitors; also: potency is read from the fitted curve at half-maximal effect; % is scaled to controls: 0 for no effect and ±100 for the full control effect; the screen sought activators but most active calls are inhibition curves; nearly all actives have a fitted effect of over 45% in size
GALK inh: qHTS Assay for Inhibitors of Human Galactokinase (GALK): NCGC Sytravon Library Screen; AID 1347072, 2019; 44,000 tested, under 10 active; recombinant GALK, Kinase-Glo ATP luminescence, 1 h; P51570; Potency, µM (highest dose often 57.5 µM), without a hit: at the highest dose activity, negative = inhibition, actives largely listed as inhibitors;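 also: plate controls were full GALK reaction for no effect and reaction lacking GALK for full effect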
Target sequence (P51570 whole entry, looked up): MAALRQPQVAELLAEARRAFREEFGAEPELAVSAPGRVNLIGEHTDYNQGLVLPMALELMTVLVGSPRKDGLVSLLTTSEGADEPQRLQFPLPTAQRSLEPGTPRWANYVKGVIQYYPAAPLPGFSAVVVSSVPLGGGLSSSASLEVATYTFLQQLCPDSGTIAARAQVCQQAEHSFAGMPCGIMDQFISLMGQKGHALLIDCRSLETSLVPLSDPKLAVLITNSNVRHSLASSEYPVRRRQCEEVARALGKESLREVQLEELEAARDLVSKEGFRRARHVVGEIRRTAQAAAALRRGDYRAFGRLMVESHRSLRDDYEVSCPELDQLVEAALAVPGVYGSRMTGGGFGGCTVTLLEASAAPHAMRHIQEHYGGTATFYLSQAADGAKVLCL
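Reactions with and without enzyme served as controls. GALK at 5 nM phosphorylates 100 uM galactose using 35 uM ATP (HEPES pH 8.0, Mg2+) for 1 h at RT, with luminescence read 10 min after adding Kinase-Glo Plus.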
PTAP-TSG101 blk: qHTS Validation Assay for Inhibitors of HIV-1 Budding by Blocking the Interaction of PTAP/TSG101: Sytravon Library Screen | Tumor susceptibility gene 101 protein (Homo sapiens), Q99816 | Fluorescence polarization, FITC-PTAP peptide/Tsg101, 20 min | Potency, µM (series often up to 115 µM), without a hit: top-dose activity change, negative = inhibition, usual class: inhibitors | 44,000 tested, under 10 active | AID 1347069, 2019; also: potency is read from the fitted curve at half-maximal effect; 0% is about no effect
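Read-out is FITC fluorescence polarization. Compounds were added to Tsg101 binding domain (10 uM final), then FITC-PTAP peptide (50 nM final), 20 min at r.t. Total S+P intensity flags fluorescent compounds.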
B2AR arrestin ag: qHTS assay of beta-arrestin-biased ligands of beta2-adrenergic receptor: NCGC Sytravon Library Screen; HTLA Tango cells, beta-arrestin recruitment, luciferase luminescence, 18 h; Potency, µM (series often up to 46.1 µM), for inactives: at the top dose activation, usual class: activators; 44,000 tested, under 10 active;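 also: potency is read from the fitted curve at half-maximal effect; 0% = DMSO and full agonism = EC100 isoproterenol or metaproterenol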
Target sequence (P07550 whole entry, looked up): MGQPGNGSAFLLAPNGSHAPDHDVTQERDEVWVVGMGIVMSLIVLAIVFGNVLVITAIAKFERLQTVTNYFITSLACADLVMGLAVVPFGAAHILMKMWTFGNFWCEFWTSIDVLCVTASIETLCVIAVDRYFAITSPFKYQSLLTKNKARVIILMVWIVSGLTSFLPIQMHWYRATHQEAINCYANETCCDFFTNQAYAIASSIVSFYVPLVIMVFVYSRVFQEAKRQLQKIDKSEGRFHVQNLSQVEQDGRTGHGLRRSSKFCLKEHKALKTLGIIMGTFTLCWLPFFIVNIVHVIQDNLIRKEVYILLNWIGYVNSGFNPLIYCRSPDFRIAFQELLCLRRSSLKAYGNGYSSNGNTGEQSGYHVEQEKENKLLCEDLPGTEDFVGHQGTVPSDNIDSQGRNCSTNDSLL
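Luminescence read-out: arrestin recruitment to recombinant beta2-AR releases tTA, inducing luciferase. Cells exposed 18 hr at 37 degrees C to up to 46 microM compound; %Activity from corrected signal, concentration-response curves classified by r2, magnitude and efficacy.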
p53null 32C tox: qHTS Screen for Compounds that Selectively Target Cancer Cells with p53 Mutations: Cytotoxicity of p53 Null Cells at the Permissive Temperature | H1299-neo p53 null cells, ATP luminescence, 24 h, 32C | Potency, µM (doses to about 46.1 µM), inactives show at the top dose activity change, negative = cytotoxicity, usual class: cytotoxic | actives 0.62% (n = 55,000) | AID 903, 2007;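 also: potency is read from the fitted curve at half-maximal effect; 0% = DMSO only and -100% = full killing by 100 µM tamoxifen; nearly all actives have a fitted effect of over 55% in size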
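Overnight 37C seeding (600 cells/well) of H1299-neo preceded a 24 hr, 32C exposure to compounds up to 46 uM. ATP levels, read by luminescence after 20 min at RT, indicated surviving cells.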
p53null 39C kill: qHTS Screen for Compounds that Selectively Target Cancer Cells with p53 Mutations: Cytotoxicity of p53 Null Cells at the Nonpermissive Temperature; Potency, µM (doses to about 46.1 µM), without a hit: at the top dose activity, negative = cell killing, hits mostly cytotoxic; AID 904, 2007; actives 0.97% (n = 55,000); H1299 p53-null (neo) cells, 39C, ATPlite viability, 24 h;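 also: potency is read from the fitted curve at half-maximal effect; 0% = DMSO only and -100% = full killing by 100 µM tamoxifen; nearly all actives have a fitted effect of over 50% in size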
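ATP-luminescence viability readout (ATPlite, 20 min RT) after 24 hr compound treatment at 39C of H1299-neo or H1299-p53A138V cells; titration up to 46 uM; normalized to DMSO and 100 uM tamoxifen; Hill-fit AC50.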
* hit, by the source's call; ? = inconclusive; . = not tested or not shown. Calls follow the shape of the dose curve; as a rule, active = well fitted curve in the direction sought with a large enough effect; inconclusive = small, poorly fitted or top-dose-only effect, or another doubt; inactive = no such curve, though single readings can be large; an effect the other way counts as inactive or inconclusive. The list is partial, so the mix of outcomes need not match the whole.

Results follow in this order: NTMT1 inh	FH mod	GALK inh	PTAP-TSG101 blk	B2AR arrestin ag	p53null 32C tox	p53null 39C kill
Cn1nnc2c(N3CCN(c4ccccc4Cl)CC3)ncnc21
 : 1%	-1%	-3%	-3%	-3%	7%	-10%
COc1ccccc1C(=O)NCCn1cc(SCc2ccccc2Cl)c2ccccc21
 : 3%	-13%	8%	2%	1%	.	.
Cc1ccc(N(Cc2cccs2)C(=O)c2ccccc2)cc1
 : -3%	-8%	2%	2%	-3%	18%	-5%
Cc1cc(Nc2nc3ccccc3c3nnc(C)n23)ccc1Br
 : ?	-3%	-1%	1%	-1%	6%	6%
CC1CCN(c2nn3c(=O)c(C(=O)NCCCOC(C)C)cnc3s2)CC1
 : .	.	-1%	1%	1%	2%	?
CCOC(=O)c1ccc(NC(=O)CS(=O)(=O)Cc2nc(-c3ccc(C)cc3)oc2C)cc1
 : -4%	2%	1%	6%	-2%	-1%	-1%
COCCCNC(=O)c1ccc2nc(CCc3ccccc3)oc2c1
 : 0%	-3%	0%	-3%	-2%	-13%	?
Cc1ccc(N(CC(=O)NCc2ccc(OC(C)C)cc2)S(=O)(=O)N(C)C)cc1
 : 0%	-3%	-5%	-1%	0%	-4%	-8%
COc1cc2c(cc1OC)C(COc1ccc3c(C)cc(=O)oc3c1)N(C(=O)C(C)C)CC2 (configuration not stated)
 : -2%	-24%	6%	-2%	-1%	-1%	-18%
COC(=O)Cc1c(C)c2ccc3c(c2oc1=O)CN(Cc1ccc(C)cc1)CO3
 : 5%	-19%	-1%	-8%	0%	-4%	8%
Cc1nc(C)c(CCNS(=O)(=O)c2ccc(F)cc2)s1
 : 7%	-1%	2%	2%	-1%	-1%	17%
CN(Cc1ccccc1)S(=O)(=O)c1nnc(NC(=O)c2ccccc2Cl)s1
 : 4%	-26%	2%	2%	0%	9%	-11%
COc1ccc(N2CCN(C(=O)c3ccc4nc(N5CCC(C)CC5)sc4c3)CC2)cc1
 : 1%	-6%	-9%	-9%	-1%	8%	-9%
Cc1nn2c(=O)cc(COC(=O)c3cccc(NC(=O)COc4ccccc4Cl)c3)nc2s1
 : -6%	5%	-4%	-7%	-1%	13µM*	6.3µM*
COc1ccccc1C(=O)Nc1c(C(=O)Nc2cc(Cl)ccc2C)sc2nc(C)cc(C)c12
 : -1%	-6%	-1%	0%	1%	7%	-11%
CCCCC(=O)OC1=C(C(C)=O)N(Cc2ccccc2)S(=O)(=O)c2ccccc21
 : 3%	2%	0%	-3%	-4%	-7%	-9%
Cc1ccc(OCCSc2nc3ccc(NC(=O)c4ccc(F)cc4)cc3s2)cc1
 : -1%	-6%	1%	2%	-1%	4%	13%
CCn1c(=O)cc(SCC(=O)NCc2ccc(F)cc2Cl)c2ccccc21
 : 7%	-15%	1%	1%	1%	1%	-18%
Cc1ccc(NC(=O)Cn2cc(S(=O)(=O)Cc3ccccc3)c3ccccc32)cc1C
 : -1%	?	2%	1%	0%	18%	-30%
Cc1ccccc1Nc1nc(-c2cccc(Cl)c2)c2c(n1)-c1ccccc1OC2
 : 7%	18%	-1%	0%	-2%	-7%	-8%
CCCN(CCC)C(=O)c1cc2c(=O)n3cccc(C)c3nc2n1C
 : -14%	-13%	4%	-1%	0%	6%	-24%
COc1ccc(C)cc1NS(=O)(=O)c1c(C(=O)N2CCC(C)CC2)c(C)n(C)c1C
 : -5%	-22%	-2%	-5%	1%	-1%	-3%
COc1ccc(S(=O)(=O)N(CC(=O)Nc2cccnc2)c2ccc(C)cc2)cc1OC
 : ?	-4%	-1%	0%	1%	6%	25%
CC1Cc2cc(S(=O)(=O)CCC(=O)NCc3ccc(Cl)cc3)ccc2N1C(=O)C1CC1 (configuration not stated)
 : .	.	-2%	-4%	0%	-6%	-22%
Cc1nnc(NC(=O)c2nc(S(=O)(=O)Cc3ccccc3)ncc2Cl)s1
 : 6%	4%	-2%	2%	-2%	?	?
O=C(Nc1ccc(Cl)cc1F)c1cnc2sc(N3CCOCC3)nn2c1=O
 : ?	-3%	2%	0%	-1%	-10%	11%
Cc1ccc2oc(-c3ccc(C)c(NC(=O)C(C)(C)Oc4ccc(Cl)cc4)c3)nc2c1
 : 11%	-21%	-15%	-9%	-1%	-25%	-34%
COc1ccc(-c2noc(CSc3nnc(C)n3-c3ccc(F)cc3)n2)cc1
 : -15%	-3%	1%	-1%	0%	-10%	-6%
Cc1ccc(O)c(C2=Nc3ccccc3N=C(c3cccc(F)c3)C2)c1
 : .	.	2%	-15%	1%	-25%	-25%
Cc1ccc(Cl)cc1N1CCN(C(=O)c2cccn3c(=O)c4cc(Cl)ccc4nc23)CC1
 : -12%	0%	2%	2%	-3%	-6%	5%
CCc1ccccc1N(CC)C(=O)Cn1nc(Cc2ccncc2)c2ccccc2c1=O
 : -2%	14%	-1%	-5%	1%	1%	2%
Cn1ncc(C(=O)N2CCN(c3ccc(F)cc3)CC2)c1C1CCN(C(=O)OC(C)(C)C)CC1
 : -4%	-4%	2%	-3%	-1%	0%	-10%
CCOc1ccc(CCNC(=O)c2cn(-c3cccc(OC)c3)c(=O)c3ccccc23)cc1
 : 4%	-17%	5%	-1%	-1%	4%	5%
O=c1c2oc3ccccc3c2n(Cc2ccc(F)cc2)c(=O)n1Cc1ccco1
 : 5%	-3%	-8%	0%	-1%	2%	-7%
CCCn1c2ccccc2c2cnn(CC(=O)NCCN(CC)CC)c(=O)c21
 : ?	-3%	-3%	1%	2%	4%	-20%
CCOC(=O)c1ccccc1NC(=O)c1cnn(-c2ccc(OC)cc2)c1C1CCN(C(=O)OC(C)(C)C)CC1
 : 7%	5%	2%	-3%	-1%	-2%	-19%
Cc1ccc(NC(=O)CN(C)S(=O)(=O)c2cccc3cccnc23)c(C)c1
 : -19%	-4%	6%	0%	0%	?	3%
CCN(C(=O)c1sc2cc(OC)ccc2c1Cl)c1ccccc1
 : 1%	?	6%	-4%	-2%	-7%	5%
CCOc1ccc(OCC)c(Nc2nc3ccccc3c3nnc(C)n23)c1
 : 9%	1%	0%	0%	-1%	-6%	-16%
Cc1cccc(-c2cc(NC(=O)COc3ccccc3F)n(-c3ccccc3)n2)c1
 : 4%	-8%	-1%	-3%	2%	5%	-7%
CC(Oc1ccccc1)C(=O)Nc1nc2ccc(S(N)(=O)=O)cc2s1 (configuration not stated)
 : -13%	-1%	-4%	-1%	0%	5%	?
CCc1nnc(SCC(=O)Nc2cc(OC)ccc2OC)nc1CC
 : -6%	-2%	1%	-5%	3%	-1%	-14%
CC(=O)N1CCc2c(sc3c2c(=O)n(-c2ccc(C)cc2)c(=O)n3Cc2ccccc2C)C1
 : 16%	-27%	-10%	-6%	-1%	2%	-1%
CCN(CC)C(=O)c1sc2c(c1C)c(=O)n(-c1ccc(C)c(C)c1)c(=O)n2Cc1cc(=O)n2ccccc2n1
 : -3%	-5%	1%	-7%	-2%	-8%	1%
COCCn1c(=NC(=O)c2ccc3c(c2)OCCO3)sc2cc(C(=O)OC)ccc21
 : -3%	5%	3%	2%	0%	-10%	?
O=C(NCCn1cc(SCc2ccc(F)cc2)c2ccccc21)c1cccs1
 : 5%	?	-2%	-5%	0%	.	.
Cc1coc2c(C)c3oc(=O)c(CCC(=O)NCCc4ccccc4)c(C)c3cc12
 : 13%	6%	3%	0%	-1%	-12%	?
CCOc1ccc(Cn2c(CNS(=O)(=O)c3ccc([N+](=O)[O-])cc3)nc3cccnc32)cc1
 : 9%	-4%	-8%	0%	0%	5%	14%
Cc1ccc(Cc2nc3ccccc3nc2SCC(=O)N2CCCc3ccccc32)cc1
 : 6%	-23%	1%	-1%	0%	-2%	17%
COC(=O)c1cc2occc2n1CC(=O)Nc1ccc(N(C)C)cc1
 : -3%	-22%	5%	-3%	0%	-12%	15%
CCN1CCN(CCCNC(=O)c2cc3c(s2)-c2ccccc2OC3)CC1
 : ?	0%	0%	2%	0%	5%	?
CC(C)Oc1ccc(C(=O)N2CCC(c3nc4ccccc4s3)CC2)cc1
 : -3%	-10%	-10%	-5%	-2%	7%	1%
Cc1ccc(-n2c(=O)c3c4c(sc3n(CC(=O)Nc3cccc(Cl)c3)c2=O)CCCCC4)cc1C
 : -6%	-11%	-1%	1%	1%	5%	1%
Cc1ccc(Cn2c(C(=O)O)c(CNCc3cccs3)c3ccc(C)cc32)cc1
 : -8%	-25%	3%	-5%	1%	-13%	-23%
COc1ccccc1CNC(=O)c1ccc(N2CCCC2)c(NC(=O)NCc2ccccc2)c1
 : -3%	-13%	-7%	0%	0%	-7%	-11%
COc1cccc(-c2cn3c(n2)sc2cc(C(=O)NCCC4=CCCCC4)ccc23)c1
 : -1%	-21%	3%	-2%	0%	-5%	-19%
Cc1ccc(CNS(=O)(=O)c2cc3c(cc2Cl)NC(=O)CO3)o1
 : 89µM*	-20%	?	-6%	0%	6%	-28%
CCn1cc(C(=O)NCCCN2CCC(C)CC2)c(=O)c2cc(S(=O)(=O)N(C)C3CCCCC3)ccc21
 : 1%	-11%	-1%	0%	-2%	5%	-19%
O=C(Nc1ccccc1Cl)N1CCC2(CC1)Oc1ccccc1C(=O)N2Cc1ccc(F)cc1
 : -1%	-17%	-12%	-3%	-2%	1%	0%
Cc1ccc(C)c(CSC2=NC(C)(C)Nc3ccccc32)c1
 : 0%	-28%	3%	2%	1%	-9%	?
CCOc1ccccc1NC(=O)c1nc(S(=O)(=O)Cc2cccc(C)c2)ncc1Cl
 : -3%	-3%	-3%	1%	-1%	15%	?
CCC(C)n1c(=N)c(C(=O)NCc2ccccc2)cc2c(=O)n3cc(C)ccc3nc21 (configuration not stated)
 : -4%	-3%	-10%	-2%	1%	-1%	3%
